ALDH1A1 inh = inhibitors of human aldehyde dehydrogenase 1A1; P00352; Purified ALDH1A1, NADH fluorescence, propionaldehyde substrate; Potency, µM (highest dose often 75.3 µM), without a hit: top-dose activity, negative = inhibition, most hits filed as inhibitors; 7.3% of 220,000 active; active means well fitted inhibition curve with a large enough effect, not every such curve was filed as active; inconclusive means small, poorly fitted or top-dose-only effect, or another doubt; inactive means no such curve, though single readings can be large or run the other way;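 further: plate controls were no enzyme wells and a reference inhibitor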
Target sequence (P00352 whole entry, looked up): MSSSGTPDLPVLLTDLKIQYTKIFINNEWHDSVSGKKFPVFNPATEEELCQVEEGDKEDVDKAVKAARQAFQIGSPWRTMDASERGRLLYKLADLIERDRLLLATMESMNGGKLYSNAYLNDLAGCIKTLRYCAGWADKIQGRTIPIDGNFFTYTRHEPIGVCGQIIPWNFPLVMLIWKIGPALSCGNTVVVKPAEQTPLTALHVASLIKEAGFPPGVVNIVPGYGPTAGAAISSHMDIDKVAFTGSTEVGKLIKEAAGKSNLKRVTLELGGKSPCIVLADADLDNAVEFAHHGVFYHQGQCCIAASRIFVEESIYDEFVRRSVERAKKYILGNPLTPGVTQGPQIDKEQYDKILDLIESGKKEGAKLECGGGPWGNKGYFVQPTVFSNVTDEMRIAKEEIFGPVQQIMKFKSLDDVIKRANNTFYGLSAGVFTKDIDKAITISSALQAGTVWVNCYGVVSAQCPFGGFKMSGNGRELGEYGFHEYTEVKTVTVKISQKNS
Epigenetic reg = epigenetic control regulation, reporter derepression; murine LDR cells, GFP reporter derepression, 30 h; AID 1865; Potency, µM (top dose mostly 53.9 µM), inactives show top-dose GFP activation, actives largely listed as activators; 0.2% of 280,000 active; further: % of control where 0% means no effect; nearly all actives have a fitted effect of over 60% in size
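GFP-positive cell count by laser-scanning cytometry (objects 20–120 um) after 30 h, 37 C compound exposure of murine LDR cells; reporter is CMV-GFP integrated at a silenced locus, inducible by HDAC or DNMT inhibitors.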
GAA spleen mod = inhibitors or activators of human alpha-glucosidase in spleen homogenate; P10253; human spleen homogenate, 4-MU-alpha-glucoside fluorescence; Potency, µM (highest dose often 79.9 µM), without a hit: at the highest dose activity change, negative = inhibition, usual class: inhibitors; 0.006% of 240,000 active; AID 2112;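 further: 0% = enzyme with vehicle and -100% = no enzyme basal signal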
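Human spleen homogenate (1 ug) incubated with compounds and 1 mM 4-methylumbelliferyl-alpha-D-glucopyranoside in pH 5.0 citrate/phosphate buffer, 37 C, 40 min. Stopped at pH 10; 4-MU fluorescence (Ex 365/Em 440 nm); AC50 by Hill fit.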
aGal spleen mod = inhibitors or activators of human alpha-galactosidase in spleen homogenate | human spleen homogenate, 4MU-alpha-Gal fluorescence, 40 min | 0.008% of 240,000 active | AID 2107 | P06280 | Potency, µM (highest dose often 80 µM), for the others: top-dose activity change, negative = inhibition, actives largely listed as inhibitors;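 further: 0% = enzyme with vehicle and -100% = no enzyme basal signal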
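qHTS titration in buffer at pH 5.0. Alpha-galactosidase activity in spleen homogenate was measured via 4-methylumbelliferone release from 1 mM fluorogenic substrate after 40 min at 37C and a pH 10 stop. AC50 came from Hill fits of control-normalized data.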
GAA glycogen mod = inhibitors or activators of human alpha-glucosidase glycogen cleavage. P10253. recombinant GAA, glycogen substrate, Amplex Red glucose oxidase fluorescence. Potency, µM (highest dose often 76.4 µM), inactives show at the highest dose activity change, negative = inhibition, actives largely listed as inhibitors. 0.38% of 300,000 active;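 further: 0% = full enzyme reaction and -100% = no-enzyme basal signal; the screen sought inhibitors and activators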
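Recombinant enzyme (4 nM final) with compounds titrated up to 77 uM and bovine liver glycogen (30 ug) in citrate pH 5.0, 0.01% Tween-20, 37 C 40 min. Released glucose detected by Amplex Red/glucose oxidase (Ex 573/Em 610); AC50 from Hill fits.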
NPSR antagonist = blocks cAMP signaling of the human neuropeptide S receptor | CHO-NPSR cells, cAMP TR-FRET, antagonist mode | Q6W5P4 | 1% of 220,000 active | Potency, µM (series often up to 38.3 µM), for inactives: top-dose activity change, negative = inhibition, most hits filed as inhibitors; further: on the % scale 0 is the no-effect control and ±100 the full control effect; nearly all actives have a fitted effect of over 50% in size; many of its hits are not listed in these tables
Target sequence (Q6W5P4 whole entry, looked up): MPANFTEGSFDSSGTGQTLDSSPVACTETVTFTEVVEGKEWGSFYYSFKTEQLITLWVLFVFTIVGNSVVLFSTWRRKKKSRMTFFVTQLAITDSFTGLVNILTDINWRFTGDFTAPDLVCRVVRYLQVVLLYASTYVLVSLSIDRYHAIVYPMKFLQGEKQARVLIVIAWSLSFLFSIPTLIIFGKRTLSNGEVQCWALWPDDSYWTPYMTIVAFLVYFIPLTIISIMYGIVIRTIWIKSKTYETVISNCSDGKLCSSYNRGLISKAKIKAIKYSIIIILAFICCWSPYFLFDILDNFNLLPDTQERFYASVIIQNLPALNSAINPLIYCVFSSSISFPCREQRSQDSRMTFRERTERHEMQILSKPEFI
Tau fluor counter = counter-screen for tau fibril formation inhibitors | AID 1463 | 0.93% of 280,000 active | Potency, µM (highest dose often 57.7 µM), without a hit: top-dose activity change, negative = decrease | tau K18 P301L (four-repeat tau fragment) Alexa594 fluorescence, heparin fibrillization; further: on the % scale 0 is the no-effect control and ±100 the full control effect; nearly all actives have a fitted effect of over 55% in size
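Human K18 P301L tau (15 uM unlabeled plus 0.24 uM Alexa 594-labeled, final) in 100 mM sodium acetate pH 7 was mixed with compound and 20 uM heparin and incubated 6 hr at 37 C.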
GAA inh = alpha-glucosidase (human) inhibition. purified human GAA, 4-MU-alpha-glucoside fluorescence. Potency, µM (top dose mostly 76.9 µM), inactives show at the top dose activity change, negative = inhibition, hits mostly inhibitors. 0.005% of 200,000 active;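 further: plate controls were uninhibited enzyme wells for no effect and no-enzyme background for full effect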
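Fluorescence at Ex 365/Em 440 nm from 4-methylumbelliferone reported enzyme activity after 20 min at room temperature. Reactions used 4 nM enzyme and 400 uM substrate at pH 5.0; curves fitted with the Hill equation.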
* = called active by the depositor; ? = inconclusive; . = no result given; [ ] = dose if it differs, or a comment. Unless noted, the call rests on the fitted dose curve; in most records, active means well fitted curve in the direction sought with a large enough effect; inconclusive means small, poorly fitted or top-dose-only effect, or another doubt; inactive means no such curve, though single readings can be large; an effect the other way counts as inactive or inconclusive. Potency means the concentration at half of the fitted maximal effect. The list is partial; count on the stated rates, not on these rows.

Values in the order: ALDH1A1 inh	Epigenetic reg	GAA spleen mod	aGal spleen mod	GAA glycogen mod	NPSR antagonist	Tau fluor counter	GAA inh
> COc1cc(OC)c(C2C(C(=O)N3CCOCC3)=C(C)NC3=C2C(=O)CC(C)(C)C3)cc1OC (stereo unspecified)
 : 5%	-0.2%	1%	-1%	20%	-8%[46.1 µM]	-8%	-10%
> Nc1c(-c2cccc([N+](=O)[O-])c2)nc2ccccn12
 : 7.5µM*	-1.6%	5%	7%	0%	-22%	-9%	3%
> S=c1[nH]cnc2scc(-c3ccc(Br)cc3)c12
 : -4%	?	0%	3%	7%	-55%	-11%	-7%
> Cc1ccn2c(C(=O)N/N=C/c3ccc(CNC(=O)C(=O)Nc4ccc(C)c(C)c4)o3)c(C)nc2c1
 : -5%	1.0%	-5%	2%	-9%	22%	-21%	-2%
> COC(=O)c1cc(OC)c(OC)cc1NC(=S)N1CCCC(CO)C1 (stereo unspecified)
 : 1%	-1.0%	2%	15%	3%	-5%[46.1 µM]	-12%	-1%
> COc1ccccc1NS(=O)(=O)c1cc(NC(=O)C2CCC2)ccc1N1CCCCC1
 : .	-1.0%	-4%	-1%	-2%	-26%	?	.
> Clc1ccc(-c2csc(N/N=C/c3ccc4c(c3)OCO4)n2)cc1
 : 3%	0.0%	-10%	4%	?	-3%	11µM*[quencher]	-6%
> O=C(Nc1cccc([N+](=O)[O-])c1)Nc1ccc2c(c1)OCCO2
 : 6%	3.2%	8%	2%	-7%	-14%	14µM*[quencher]	12%
> Cc1ccc(C)c(S(=O)(=O)Nc2ccc(O)cc2)c1
 : ?	0.0%	-4%	-3%	12µM*	-7%[46.1 µM]	-6%	-1%
> N#C/C(=C\c1ccccc1[N+](=O)[O-])C(=O)Nc1ccc(S(N)(=O)=O)cc1
 : .	0.0%	-2%	-6%	-2%	-6%	1%	.
> Cc1nc(N2CCOCC2)[nH]c(=O)c1[N+](=O)[O-]
 : .	-1.4%	-3%	-2%	3%	9%[7.67 µM]	2%	.
> O=C(COC(=O)c1n[nH]c2ccccc12)Nc1cccc(S(=O)(=O)N2CCOCC2)c1
 : 7%	0.1%	3%	-1%	-2%	-11%	-28%	3%
> O=C1CCCC2=C1C(c1cccs1)Nc1ccccc1N2 (stereo unspecified)
 : 11%	-1.8%	-5%	4%	3%	8%	3%	-6%
> CCCn1c2ccccc2c2nnc(SC(CC)C(=O)Nc3sc4c(c3C#N)CCCC4)nc21 (stereo unspecified)
 : 28µM*	-1.1%	1%	-7%	0%	-13%[46.1 µM]	-12%	-6%
> CCCCNC(=S)N/N=C/C1=CCC2CC1C2(C)C (stereo unspecified)
 : -13%	-0.3%	3%	-4%	2%	-39%	-9%	-1%
> Fc1ccc(/C=N/N2CCOCC2)c(F)c1
 : 2%	-1.3%	0%	2%	-11%	17%	8%	-1%
> Cc1nn(C(C)C(=O)Nc2sc3c(c2C#N)CCCC3)c(C)c1[N+](=O)[O-] (stereo unspecified)
 : -10%	4.7%	-8%	7%	1%	-22%[46.1 µM]	-23%	0%
> CC(=O)c1c(C)[nH]c(C(=O)Nc2ccc(Cl)c(S(=O)(=O)N(C)C)c2)c1C
 : ?	-0.3%	-7%	-3%	-3%	-10%	-24%	-9%
> Cc1csc(NC(=O)c2ccc(C)c(S(=O)(=O)N3CCCCC3)c2)n1
 : -5%	-1.1%	-6%	7%	-9%	-24%[46.1 µM]	-10%	-9%
> Cc1ccc(NC(=O)Cn2nnc(C(=O)NCc3cccs3)c2N)cc1
 : 18%	-1.0%	-4%	1%	-3%	15%	1%	-4%
> Cc1ccc(-c2nn(C)c(=O)c3ccccc23)cc1CO
 : 11%	-6.2%	2%	10%	-2%	-5%[46.1 µM]	-4%	1%
> COc1ccc(N2C(=S)NC3N2C(=S)NC3(C)c2ccccc2)cc1 (stereo unspecified)
 : 25µM*	-2.2%	.	-1%	?	-4%	-14%	-10%
> CCOC(=O)C[C@@H](C(=O)OCC)[C@@H]1CCCCC1=O
 : 0%[13.5 µM]	-1.6%[10.1 µM]	-7%[17.4 µM]	5%[17.5 µM]	.	.	-19%[11.6 µM]	.
> O=C1CC(c2ccccc2)n2nc(N3C(=O)CCC3=O)nc2N1 (stereo unspecified)
 : 8%	-0.8%	2%	5%	7%	12%[46.1 µM]	-6%	1%
> CCOc1ccc(-c2noc(CCC(=O)O)n2)cc1
 : 3%	0.2%	2%	6%	11%	-4%[46.1 µM]	-2%	3%
> O=C(CSc1ncnc2c1oc1ccccc12)N1CCCc2ccccc21
 : ?	-4.5%	-7%	-4%	-9%	-25%[46.1 µM]	-9%	5%
> Cn1cccc1Cc1nnc(SCC(=O)NCc2ccco2)n1-c1ccc(F)cc1
 : 13µM*	1.8%	3%	4%	2%	1%[46.1 µM]	-2%	-3%
> CC(C)[C@H]1CC[C@@H](C)C(C(=O)c2ccccc2)C1=O (stereo partly specified)
 : 5%	0.0%	0%	1%	-3%	-8%	4%	-1%
> COc1ccc(C/C(C)=N/NC(=O)c2cc(C)oc2C)cc1
 : ?	-2.5%	5%	4%	-29%	10%	-2%	-7%
> COc1ccc(CN(CC(=O)NCC2CCCO2)C(=O)CNS(=O)(=O)c2ccc(C)cc2)cc1 (stereo unspecified)
 : ?	2.0%	-13%	-8%	6%	-6%[46.1 µM]	-1%	0%

Further entries follow.
Values in the order: ALDH1A1 inh	Epigenetic reg	GAA spleen mod	aGal spleen mod	GAA glycogen mod	NPSR antagonist	Tau fluor counter	GAA inh
> CC(C)CCn1nnnc1CN1CCN(c2ccccc2)CC1
 : 3%	-4.8%	4%	-4%	-12%	-8%	-6%	9%
> CC1(C(=O)NC2CCCCCCC2)CCC(=O)N1Cc1cccnc1 (stereo unspecified)
 : 8%	0.0%	-6%	5%	-2%	21%[46.1 µM]	-5%	2%
> COc1cccc2c1c(NC(=O)c1cc(C)on1)nn2C
 : .	1.0%	3%	3%	1%	-11%[7.67 µM]	-15%	.
> C=CCn1c(COc2ccccc2F)nnc1SCC(=O)Nc1cc(C)on1
 : 6%	2.4%	-3%	-1%	6%	12%	0%	8%
> Cc1nn(Cc2ccccc2Cl)c(C)c1NC(=O)c1noc2c1CCCCC2
 : -3%	-1.1%	-3%	-9%	-7%	-23%[46.1 µM]	-8%	-12%
> CN1CCN(c2nc(-c3cccc(NS(C)(=O)=O)c3)nc3ccccc23)CC1
 : -3%	-0.2%	-6%	-5%	.	.	-17%	.
> Cn1cnnc1SCc1cccc(Br)c1
 : 3%	0.0%	-2%	-3%	8%	13%[46.1 µM]	-15%	-2%
> O=C(CCn1ccc2ccccc21)Nc1ccc(N2CCOCC2)cc1
 : ?	-3.0%	-9%	-18%	5%	-22%[46.1 µM]	?	-15%
> Cc1ccc2ncccc2c1[N+](=O)[O-]
 : -4%	-1.1%	4%	2%	8%	22%	2%	-2%
> O=C(COc1ccc(Cl)cc1Cl)Nc1ccc(CN2CCCCC2)cc1
 : 6%	-0.7%[10.1 µM]	3%	-1%	11%	2%	-10%	-3%
> COc1ccc(N(CC(=O)NCc2ccco2)S(C)(=O)=O)cc1
 : 2%	0.7%	0%	6%	2%	-4%[46.1 µM]	-1%	-2%
> Cc1cc(OCc2nc(-c3cccs3)no2)cc(C)c1Cl
 : -9%	3.6%	6%	0%	11%	-17%[46.1 µM]	-18%	-4%
> O=C(CNC(=O)OCc1ccccc1)NCC(=O)N1CCCC1C(=O)OCc1ccccc1 (stereo unspecified)
 : 16%	-0.9%	-16%	-3%	5%	-9%[46.1 µM]	-8%	6%
> O=S(=O)(NCCc1ccncc1)c1ccc(Br)cc1
 : -2%	-2.7%	0%	14%	-2%	0%[46.1 µM]	-11%	-9%
> COc1ccc(-c2nn(C)c3sc(C(=O)NCc4ccco4)cc23)cc1OC
 : ?	0.0%	-13%	9%	2%	23%[46.1 µM]	9%	-2%
> Cc1ccc(OCC(=O)N2CCN(C3=NS(=O)(=O)c4ccccc43)CC2)cc1
 : 7%	-1.1%	-5%	-2%	2%	-13%[46.1 µM]	3%	0%
> O=C(Nc1ccc(Cl)cn1)c1cc(S(=O)(=O)N2CCCCC2)ccc1Cl
 : 28µM*	-2.9%	-2%	17%	2%	-24%[46.1 µM]	5%	-12%
> O=C(Nc1nnc(SCc2ccccc2)s1)c1cc2c(s1)CCCC2
 : -6%	7.8%	-2%	6%	8%	7%[46.1 µM]	-11%	-12%
> CN(C(=O)c1cnccn1)c1nnc(-c2cnccn2)s1
 : 5%	-2.1%	-11%	-20%	-1%	3%[46.1 µM]	-8%	-2%

Part of the list above, reformatted:
compound	ALDH1A1 inh	Epigenetic reg	GAA spleen mod	aGal spleen mod	GAA glycogen mod	NPSR antagonist	Tau fluor counter	GAA inh
CC(C)CCn1nnnc1CN1CCN(c2ccccc2)CC1	3%	-4.8%	4%	-4%	-12%	-8%	-6%	9%
CC1(C(=O)NC2CCCCCCC2)CCC(=O)N1Cc1cccnc1 (stereo unspecified)	8%	0.0%	-6%	5%	-2%	21%[46.1 µM]	-5%	2%
COc1cccc2c1c(NC(=O)c1cc(C)on1)nn2C	.	1.0%	3%	3%	1%	-11%[7.67 µM]	-15%	.
C=CCn1c(COc2ccccc2F)nnc1SCC(=O)Nc1cc(C)on1	6%	2.4%	-3%	-1%	6%	12%	0%	8%
Cc1nn(Cc2ccccc2Cl)c(C)c1NC(=O)c1noc2c1CCCCC2	-3%	-1.1%	-3%	-9%	-7%	-23%[46.1 µM]	-8%	-12%
CN1CCN(c2nc(-c3cccc(NS(C)(=O)=O)c3)nc3ccccc23)CC1	-3%	-0.2%	-6%	-5%	.	.	-17%	.
Cn1cnnc1SCc1cccc(Br)c1	3%	0.0%	-2%	-3%	8%	13%[46.1 µM]	-15%	-2%
O=C(CCn1ccc2ccccc21)Nc1ccc(N2CCOCC2)cc1	?	-3.0%	-9%	-18%	5%	-22%[46.1 µM]	?	-15%
Cc1ccc2ncccc2c1[N+](=O)[O-]	-4%	-1.1%	4%	2%	8%	22%	2%	-2%
O=C(COc1ccc(Cl)cc1Cl)Nc1ccc(CN2CCCCC2)cc1	6%	-0.7%[10.1 µM]	3%	-1%	11%	2%	-10%	-3%
